CDK5 inh = blocks human CDK5/p35 kinase activity; 0.01% of 330,000 active; Recombinant CDK5/p35, ADP-Glo luminescence, 60 min; inhibition, % at 10 µM; AID 488839; Q00535+Q15078;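 active = highest replicate inhibition of at least 50% and at least 75% of replicates reaching 50%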;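 also: plate controls were DMSO neutral control for no effect and GW8510 at 10 µM for full effect; many of its hits are not listed in these tables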
Target sequence (Q00535 whole entry, looked up): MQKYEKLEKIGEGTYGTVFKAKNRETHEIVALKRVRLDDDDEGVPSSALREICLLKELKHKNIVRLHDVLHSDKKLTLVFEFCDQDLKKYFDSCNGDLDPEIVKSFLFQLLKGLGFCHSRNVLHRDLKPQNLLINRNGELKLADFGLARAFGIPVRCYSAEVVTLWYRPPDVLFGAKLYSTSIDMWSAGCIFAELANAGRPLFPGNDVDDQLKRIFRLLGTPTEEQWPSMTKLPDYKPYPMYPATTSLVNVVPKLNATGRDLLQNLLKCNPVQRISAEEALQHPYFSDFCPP
Target sequence (Q15078 whole entry, looked up): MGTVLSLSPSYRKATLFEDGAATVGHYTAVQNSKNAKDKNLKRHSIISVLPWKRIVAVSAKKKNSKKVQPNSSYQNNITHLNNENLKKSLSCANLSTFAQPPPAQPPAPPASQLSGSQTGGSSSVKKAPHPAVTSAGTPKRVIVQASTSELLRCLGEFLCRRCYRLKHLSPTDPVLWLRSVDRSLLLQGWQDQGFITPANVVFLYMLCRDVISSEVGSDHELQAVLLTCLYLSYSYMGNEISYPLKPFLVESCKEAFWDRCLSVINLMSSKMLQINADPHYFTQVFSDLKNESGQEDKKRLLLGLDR
PKA-R2B act = activates the human PKA-R2B holoenzyme complex; P22694+P31323; PKA-R2B holoenzyme dissociation, Cy5-IP20 fluorescence polarization; R2B truncated from residue 108, S112A mutant; 0% DMSO only, 100% 113 µM cGMP; activation, % at 11.4 µM; 0.079% of 340,000 active;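 active = activation above a cutoff set at the mean over all compounds plus 3 SD, cut at about 18% in these data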;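 also: higher means more holoenzyme dissociation and a rise in polarization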
Mot1-301 SUMO = blocks SUMOylation pathway, rescuing yeast Mot1-301 growth; S. cerevisiae Mot1-301 growth rescue, ATP luminescence, 38.5C; percent above DMSO median, 100 means doubled; 1% of 320,000 active; growth rescue, % at 18.8 µM;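 active = every valid replicate shows activation above 250% relative to neutral control wells; inactive = the rest, any valid replicate at or below 250%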;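 also: OY570 slx delta 5 strain wells were the positive control but not used for scaling; some compounds called inactive have numbers as strong as hits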
AddAB inh = less growth of phage-infected E. coli with AddAB; 0.29% of 330,000 active; AID 435030; E. coli expressing H. pylori AddAB, absorbance growth; inhibition, % at 11.9 µM; in the data active = inhibition above about 12%;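 also: 0% = vehicle wells of infected cells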
PKA-R1A act = activators of PKA-R1A complex. P00514+P68181. PKA-R1A dissociation, Cy5-IP20 fluorescence polarization; scaled: DMSO 0%, 113 µM cGMP 100%. activation, % at 11.4 µM. 0.083% of 340,000 active. AID 504707;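 active = percent activation above the mean of all tested compounds plus 3 SD, cut at about 19% in these data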;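 also: higher means more PKAc released from R1A so a rise in polarization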
phage Ecoli inh = E. coli growth loss with phage present; growth absorbance; inhibition, % at 11.9 µM; 0.26% of 360,000 active; in the data active = inhibition above about 11%
Tat export inh = inhibitors of E. coli Tat protein transport; 0.036% of 340,000 active; E. coli MC4100 TorA-mCherry Tat export, fluorescence; inhibition, % at 10 µM;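 active = mean replicate inhibition at least 50% and at least half of replicates individually reaching 50%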;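 also: exported cargo escapes ClpAP degradation while cytoplasmic cargo is degraded and loses fluorescence; 0% = median of neutral control wells and 100% = median of NaSCN control wells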
Ecoli viability = bacterial growth inhibition, counter-screen for AddAB inhibitors; E. coli V3065 growth, OD600 absorbance, 18 h; inhibition, % at 11.9 µM; 0.27% of 330,000 active;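 active = inhibition above the campaign's mean inhibition across all tested compounds plus 3 SD, cut at about 9.9% in these data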;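 also: uninfected addAB+ strain grown without phage in ampicillin broth; 0% = DMSO wells and 100% = ciprofloxacin 0.95 µg/ml wells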
HTR5A ag = activates human HTR5A in OPRM1-OPRD1 agonist counter-screen; HTR5A agonist assay, luminescence, cell-based; activation, % at 9.3 µM; 0.61% of 340,000 active; in the data active = activation mostly above about 9.5%, no sharp cut-off; inactive = mostly below about 7.6%;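 also: 0% = cells with vehicle only and 100% = reference agonist; strong numbers were not always called active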
Target sequence (P47898 whole entry, looked up): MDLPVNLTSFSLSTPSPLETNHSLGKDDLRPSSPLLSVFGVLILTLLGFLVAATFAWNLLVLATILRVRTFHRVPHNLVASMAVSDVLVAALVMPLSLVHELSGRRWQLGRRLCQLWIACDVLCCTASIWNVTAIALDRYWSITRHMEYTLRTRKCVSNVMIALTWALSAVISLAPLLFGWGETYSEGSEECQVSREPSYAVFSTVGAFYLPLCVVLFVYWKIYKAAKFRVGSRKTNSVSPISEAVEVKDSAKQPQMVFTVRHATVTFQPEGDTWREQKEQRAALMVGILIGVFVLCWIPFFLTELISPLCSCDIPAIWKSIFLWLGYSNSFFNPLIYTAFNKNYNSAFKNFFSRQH
HTR5A inv ctr = counter-screen for OPRM1-OPRD1 inverse agonists: human HTR5A inverse agonism. P47898. HTR5A cell line, luminescence. inhibition, % at 9.3 µM. 0.083% of 340,000 active; in the data active = inhibition mostly above about 23%, no sharp cut-off; inactive = mostly below about 18%;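 also: 0% = cells with DMSO and 100% = no-cell wells with DMSO; some compounds called inactive have numbers as strong as hits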
DAGLB inhibitor = blocks human DAGLB lipase activity | AID 504411 | inhibition, % at 5.17 µM | HEK293T DAGLB membrane lysate, EnzChek fluorogenic substrate | Q8NCG7 | 0.059% of 340,000 active; in the data active = inhibition above about 34%;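 also: 0% = enzyme with vehicle and 100% = wells lacking enzyme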
* hit, by the source's call; nt = no result given.

The line under a structure holds: CDK5 inh	PKA-R2B act	Mot1-301 SUMO	AddAB inh	PKA-R1A act	phage Ecoli inh	Tat export inh	Ecoli viability	HTR5A ag	HTR5A inv ctr	DAGLB inhibitor
- Cc1ccc(NS(=O)(=O)c2cc(C(=O)N3CCc4ccccc4C3)ccc2Cl)cc1
    -8.2	-11	-17	1.6	0	3.1	6	2.4	8	-4	0
- CC(=O)OC(COc1ccccc1)Cn1cnc2ccccc21 (stereo unspecified)
    -0.9	8	-17	1.4	-3	1.2	-2	1.6	-1	3	1
- Fc1ccc(OCCCCN2CCOCC2)cc1
    1.2	6	21	4.2	-7	2.3	3	1.5	-3	8	-1
- CCOc1cc(C(c2c(C)[nH][nH]c2=O)c2c(C)[nH][nH]c2=O)ccc1OS(=O)(=O)c1ccc(C)cc1
    -3.4	0	15	-2.1	-12	4.6	-10	-0.4	-2	-57	2
- COc1ccc(/C=N/NC(=O)CCN2CCN(c3ccccc3)CC2)c(OC)c1OC
    1.4	-4	5	1.3	3	2.6	-10	4.3	-3	-5	-2
- COc1ccc2c(c1)/C(=N/OC(=O)c1cccs1)CCC2
    -1.7	-8	11	-0.2	2	6.9	1	-0.1	22*	-117	-6
- COc1ccc(N2CCN(C(=O)c3cc(N4C(=O)C5C6CCC(C6)C5C4=O)ccc3Cl)CC2)cc1 (stereo unspecified)
    nt	-8	-30	-1.6	1	3.4	3	1.3	3	13	0
- CC1(c2nnc(-c3ccc(Cl)cc3)o2)CC(c2cccc(Cl)c2)=NO1 (stereo unspecified)
    0.3	0	7	3.4	-4	2.8	-9	1.4	4	10	-8
- CCc1ccc(NC(=O)COC(=O)CCc2nc3cc(S(=O)(=O)N(CC)CC)ccc3n2C)cc1
    1.1	2	1	3.4	11	1.8	4	-0.3	7	-26	-4
- COc1ccc(Cl)cc1N1C(=NC(=O)C2CCCO2)SC2CS(=O)(=O)CC21 (stereo unspecified)
    2.1	0	-20	2.0	-8	2.0	-8	0.6	6	27	1
- CC(=O)NC(CC(=O)OCC(=O)N1CCc2ccccc21)c1ccccc1 (stereo unspecified)
    0.7	2	11	-0.6	7	-0.2	-4	0.0	1	-4	-2
- O=C(Nc1ccccc1F)C1CCN(C(=O)NCc2ccccc2)CC1
    -4.0	3	5	0.9	-5	1.9	-1	1.3	-1	3	1
- C=CCc1cccc2cc(C(=O)OCC)c(=O)oc12
    1.1	-10	-4	2.1	-8	1.8	-9	0.5	1	-10	-1
- CC1=C/C(=N\S(=O)(=O)c2ccccc2)C(C(C)C)=CC1=O
    -0.3	13	43	5.2	0	6.4	-3	3.3	0	-1	5
- CC(=O)NC(Cc1ccccc1)C(=O)N1CCN(C(=O)c2cccs2)CC1 (stereo unspecified)
    -1.8	-4	2	-1.9	-4	1.9	0	-1.4	1	8	2

Following part
The line under a structure holds: CDK5 inh	PKA-R2B act	Mot1-301 SUMO	AddAB inh	PKA-R1A act	phage Ecoli inh	Tat export inh	Ecoli viability	HTR5A ag	HTR5A inv ctr	DAGLB inhibitor
- COc1ccc(C(=O)Nc2ccc3ncccc3c2)cc1
    -1.9	-9	5	3.0	-13	2.0	-2	1.9	1	-4	-2
- O=c1cc(CO)occ1OCc1c(F)cccc1Cl
    -1.4	-6	-18	-2.3	-10	2.0	-10	-1.5	-2	38	-2
- CCOc1ccc2[nH]c(=O)c(CN(CC3COCCO3)C(=O)C3CC3)cc2c1 (stereo unspecified)
    -2.3	-5	-3	0.6	2	1.7	1	1.7	-1	12	-1
- CCn1ncc([N+](=O)[O-])c1C(=O)Nc1nc2cccc(C)c2s1
    -1.5	1	-11	4.0	6	2.3	2	1.6	3	4	0
- O=C(Nc1ccc2nc(-c3ccc4nc[nH]c4c3)[nH]c2c1)c1cccs1
    -0.4	7	465*	-0.9	-3	-0.4	9	-2.8	-2	-21	-3
- Cc1cccc(C)c1NC(=O)c1ccc(N2CCCC2=O)cc1
    -0.9	3	12	0.6	0	2.8	-1	0.2	3	4	1
- O=C(NCc1nc2ccccc2[nH]1)c1cccc(S(=O)(=O)N2CCCC2)c1
    1.2	11	4	9.6	13	7.6	-10	10*	3	11	2
- CC1CCCC(C)N1C(=O)/C=C/c1ccc(S(=O)(=O)N2CCOCC2)cc1 (stereo unspecified)
    0.3	5	nt	nt	8	3.8	1	nt	1	-4	-4
- CCC1(CC)Cc2ccccc2C(Nc2c(C)n(C)n(-c3ccccc3)c2=O)=N1
    2.6	2	6	-2.9	-6	0.4	-7	-0.6	1	-4	0
- CSC(=S)N/N=C(\C)c1ccccc1
    0.0	1	nt	8.4	-3	2.1	-1	4.6	-2	6	-1
- Cn1c(=O)c(Oc2cc(Cl)cc(Cl)c2)nc2ccccc21
    2.7	7	-15	-0.6	-7	4.2	-3	-0.1	-4	1	0
- Cc1ccc(C)c(NS(=O)(=O)c2ccc(-c3cnc(C4CC4)o3)cc2)c1
    nt	-5	-7	-0.4	0	-0.3	15	0.5	5	-18	-1
- c1ccc(CCN2CN(CCCN3CCOCC3)c3nc4ccccc4n3C2)cc1
    -0.5	6	-2	2.3	-3	4.0	-2	-2.4	6	-11	-1
- O=C(Nc1nc2ccccc2c(=O)s1)c1ccc(F)cc1Cl
    2.1	-1	195	0.2	-10	0.9	-4	-0.3	-1	5	6
- CCOc1cccc(N2C(=O)CC(N3CCN(c4ccc(S(=O)(=O)CC)cc4)CC3)C2=O)c1 (stereo unspecified)
    -4.5	2	5	-0.1	-14	2.0	2	-2.2	-7	-31	-1

Next records.
The line under a structure holds: CDK5 inh	PKA-R2B act	Mot1-301 SUMO	AddAB inh	PKA-R1A act	phage Ecoli inh	Tat export inh	Ecoli viability	HTR5A ag	HTR5A inv ctr	DAGLB inhibitor
- CCn1c2ccccc2c2cc(/C(C)=N/O)ccc21
    -0.9	-7	-6	4.3	-21	4.5	7	1.4	8	-20	-3
- CC(C)(C)c1ccc(O)c(/C=N\O)c1
    1.5	-2	-14	3.4	6	1.6	5	1.7	0	-8	-5
- COc1cccc(OCC(O)CN2CCN(c3ccccn3)CC2)c1 (stereo unspecified)
    1.5	4	9	0.1	4	3.4	0	0.9	-2	21	0
- Cc1ccccc1SCC(=O)NNC(=O)c1ccccc1O
    -0.1	-5	10	8.4	2	8.7	-3	5.6	-3	5	6
- O=C(Nc1ccc(S(=O)(=O)Nc2nccs2)cc1)c1ccc(F)cc1
    -0.1	-7	17	1.8	1	-1.4	3	0.3	-1	2	4
- CC(C)(C)S(=O)N1Cc2cc(CO)cc(-c3ccccc3)c2[C@H]1CCO (stereo partly specified)
    0.5	3	nt	nt	-1	1.8	-8	nt	3	-11	-2
- O=C(/C=C/c1ccccc1)N1CCN(Cc2nc3ccccc3c(=O)[nH]2)CC1
    -0.4	-1	150	3.4	-3	2.5	7	-0.8	-11	26	0
- Cc1ccc(-c2csc(SCC(=O)Nc3cc(C)on3)n2)cc1
    0.1	6	13	1.8	18	1.9	2	0.9	15*	-38	-4
- CC(C)N(C(=O)[C@H]1CC(CC(=O)NCCCN(C)C)C(=O)N2CCc3c([nH]c4ccccc34)[C@]12C)C(C)C (stereo partly specified)
    -4.4	-3	5	1.3	-1	4.1	-5	-3.8	1	-3	1
- O=S(=O)(Nc1ccc2ccccc2n1)c1ccccc1
    -0.8	3	-11	1.5	4	-1.0	-8	0.8	6	7	-3
- CCS(=O)(=O)c1ccc(-c2cccc(NC(=O)COc3ccc(Cl)cc3)c2)nn1
    -1.3	-1	-24	1.9	0	2.7	-1	-1.6	2	3	-1
- COc1cccc(/C=c2\s/c(=C\C(=O)C(C)(C)C)[nH]c2=O)c1
    0.4	-1	10	-2.9	-13	-1.2	9	-2.5	3	29	-1
- CSc1nsc(NC(=O)CCNC(=O)c2ccc([N+](=O)[O-])cc2)n1
    0.2	-5	-15	3.2	4	2.0	4	-0.2	6	-7	0
- N#CCC(=O)Nc1ccc(C(=O)OCC(=O)N=c2sccn2Cc2ccccc2Cl)cc1
    0.6	-3	-3	0.3	-1	1.0	-1	-3.4	-4	19	1
- O=C(NCCCN1CCN(c2ccc(F)cc2)CC1)NC12CC3CC(CC(C3)C1)C2
    0.3	0	-12	-2.8	3	1.1	16	-0.6	6	-21	-8

New compounds follow
The line under a structure holds: CDK5 inh	PKA-R2B act	Mot1-301 SUMO	AddAB inh	PKA-R1A act	phage Ecoli inh	Tat export inh	Ecoli viability	HTR5A ag	HTR5A inv ctr	DAGLB inhibitor
- O=S(=O)(Nc1nc2ccccc2nc1Cl)c1ccc(F)cc1
    -1.3	-15	11	-1.9	-7	-0.5	-2	0.3	0	1	2
- CN=C(Nc1cc(C)nn1CCC#N)c1ccccc1
    2.3	2	23	1.0	9	1.1	-6	-1.6	2	3	-1
- Cc1ccc(OCC(=O)Nc2ccc(N3CCOCC3)cc2)cc1
    0.1	1	26	1.7	7	3.2	5	0.6	5	-12	-1
- COC(=O)c1c(C)[nH]c(C(=O)C(C)OC(=O)C2CC(=O)N(CCc3ccccc3)C2)c1C (stereo unspecified)
    0.1	2	-7	-0.1	-15	-2.7	3	0.7	-4	15	-1
- COc1ccc(NC(=O)C2CCN(c3nnnn3-c3ccccc3)CC2)cc1
    1.7	0	-2	0.7	-4	2.3	-7	-2.2	-4	4	2
- Cc1ccc2cc(CN(Cc3ccco3)C(=S)NCC3CCCO3)c(=O)[nH]c2c1 (stereo unspecified)
    -0.5	7	84	6.0	-4	nt	-1	2.0	0	-1	1
- Cc1cc2c(cc1C)C(=O)C(Br)=C(N)C2=O
    -1.0	-5	nt	nt	-1	0.5	1	nt	0	0	9
- COc1ccc(OC)c(N(C)S(=O)(=O)c2cc3c(cc2C)NC(=O)CO3)c1
    -0.5	-5	13	-2.2	-2	3.3	2	-0.8	7	-20	1
- CCOc1ccc(CN2CCNC(=O)C2CC(=O)NCCN2CCOC2=O)cc1 (stereo unspecified)
    0.7	-11	-12	2.0	-3	2.1	-3	3.2	-2	-6	-2
- COc1cccc(CC(=O)OCC(=O)N(C)CC(=O)Nc2ccc(Cl)c(C(F)(F)F)c2)c1
    6.9	-15	nt	2.8	-21	1.9	5	0.5	-4	11	1
- COc1ccc(NC(=S)N2CCC(N(C)CC3CCCO3)CC2)cc1 (stereo unspecified)
    0.2	-2	62	3.7	1	2.6	-3	-0.7	-3	3	2
- Cc1ccccc1NC(=S)NNC(=O)c1ccncc1
    1.2	5	1	3.3	-6	3.3	2	0.6	5	14	0
- N#Cc1ccc(-c2ccccc2)nc1SCCN1CCOCC1
    0.5	-9	nt	2.0	-1	6.4	6	-1.3	3	6	-2
- COCC(=O)Oc1c(S(=O)(=O)c2ccccc2)c(C)nn1C(C)(C)C
    3.5	-17	81	0.5	2	1.9	5	0.6	-3	12	-2
- CC(C)(C)c1nc(SCC(=O)NCc2ccco2)c2ccccc2n1
    2.9	-4	6	-1.1	-7	1.8	1	0.2	1	-2	-2
- O=C(OCc1ccccc1)/C(=C/c1cccc2ccccc12)NC(=O)c1ccccc1
    -0.6	-9	-1	0.7	-4	3.7	-7	0.8	-1	-3	-8
- O=C(Cc1cccc2ccccc12)NCC(=O)Nc1ccccc1F
    0.1	-3	-9	0.4	0	-0.6	-2	-0.1	3	-12	-3
- COC(=O)C1CCN(C(=O)Cn2nnc(-c3cccc(F)c3)n2)CC1
    -1.3	-7	-19	-2.0	-2	1.3	-11	-3.3	4	-13	-1
